PfHsp40 rescue = restores yeast growth despite PfHsp40 toxicity; AID 504582; growth rescue, % at 12.5 µM; 340,000 compounds, 0.68% hits; S. cerevisiae expressing PfHsp40, growth rescue, ATP luminescence; in the data active = growth rescue above about 28%, passing the limit was not always enough; inconclusive = no clear call, values can overlap the other calls;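 note: yeast W303a lacking pdr1 and pdr3 grown in galactose medium; growth measured after three days at 30 °C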
SARS 3CLpro inh = SARS-CoV 3CLpro protease inhibition. P0C6X7. recombinant SARS-CoV 3CLpro, quenched FRET peptide cleavage. inhibition, % at 6 µM. 290,000 compounds, 0.14% hits. AID 1706; in the data active = inhibition above about 12%
PrPC surface inh = inhibitors of human cell surface prion protein PrPC. AID 720596. TR-FRET read-out. 370,000 compounds, 0.43% hits. P04156. inhibition, % at 13.8 µM; in the data active = inhibition above about 24%; note: 0% = median of the test wells and 100% = reference compound wells
SSB-PriA inh = blocks PriA binding to SSB C-terminal tail; AlphaScreen SSBct-PriA binding, biotinylated peptide; inhibition, % at 33 µM; 430,000 compounds, 0.6% hits; in the data active = inhibition mostly above about 37%, no sharp cut-off; inactive = mostly below about 20%;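 note: plate controls were negative control peptide for no effect and reference peptide for full effect; strong numbers were not always called active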
Y pestis TopoI = Y. pestis Topo-I inhibition via cleavage products; Y. pestis Topo-I cleavage product accumulation, plate reader; activity, % at 10 µM; 360,000 compounds, 0.064% hits; AID 504884; in the data active = activity above about 50%, passing the limit was not always enough; inconclusive = no clear call, values can overlap the other calls; note: inactives centre near 2
TcdB inh = TcdB glycohydrolase inhibition. P18177. TcdB glycohydrolase enzymatic assay, plate reader. inhibition, % at 9.99 µM. 350,000 compounds, 0.24% hits. AID 652162; in the data active = inhibition above about 10%
Anthrax LF inh2 = anthrax lethal factor protease inhibition; multiplex microsphere protease cleavage assay, LF; AID 588501; 360,000 compounds, 0.12% hits; inhibition, % at 10 µM; note: plate controls were buffer without enzyme for full effect and enzyme alone for no effect
Target sequence (P15917 whole entry, looked up): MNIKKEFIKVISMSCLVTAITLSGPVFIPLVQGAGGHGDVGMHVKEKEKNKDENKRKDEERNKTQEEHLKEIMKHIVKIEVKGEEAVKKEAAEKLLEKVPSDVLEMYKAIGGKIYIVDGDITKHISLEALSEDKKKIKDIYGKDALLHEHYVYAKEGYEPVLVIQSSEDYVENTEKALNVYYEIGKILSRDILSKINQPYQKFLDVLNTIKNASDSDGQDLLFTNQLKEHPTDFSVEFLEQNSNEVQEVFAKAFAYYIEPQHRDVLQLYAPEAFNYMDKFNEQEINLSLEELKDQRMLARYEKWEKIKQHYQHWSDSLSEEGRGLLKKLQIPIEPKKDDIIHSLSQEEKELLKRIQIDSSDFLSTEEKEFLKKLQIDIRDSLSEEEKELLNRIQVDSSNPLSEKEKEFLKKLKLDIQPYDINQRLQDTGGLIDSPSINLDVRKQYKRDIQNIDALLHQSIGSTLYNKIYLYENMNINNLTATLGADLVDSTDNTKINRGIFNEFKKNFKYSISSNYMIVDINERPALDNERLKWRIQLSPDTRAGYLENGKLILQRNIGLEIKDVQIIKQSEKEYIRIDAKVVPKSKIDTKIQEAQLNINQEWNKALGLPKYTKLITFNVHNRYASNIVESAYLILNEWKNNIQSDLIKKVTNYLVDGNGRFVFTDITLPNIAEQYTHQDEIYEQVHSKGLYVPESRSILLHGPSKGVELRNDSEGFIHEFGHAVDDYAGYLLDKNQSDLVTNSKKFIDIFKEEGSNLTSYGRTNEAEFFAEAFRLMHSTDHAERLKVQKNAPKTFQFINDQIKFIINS
BoNT A protease = BoNT A light chain protease inhibition; multiplex microsphere protease substrate cleavage, flow cytometry; inhibition, % at 10 µM; 360,000 compounds, 0.17% hits; AID 588499; note: plate controls were buffer without enzyme for full effect and enzyme alone for no effect
Vc quorum ag = quorum light induction in luxS cqsA deficient V. cholerae; V. cholerae BH1578 lux reporter, luminescence, 6 h; activation, % at 18.7 µM; 350,000 compounds, 0.16% hits; in the data active = activation mostly above about 9.7%, no sharp cut-off; inconclusive = no clear call, values can overlap the other calls; inactive = mostly below about 3.7%; note: not every result past the cut was called active; inactives centre near 0; reference of the scale not given here
Active calls of the source: *; i = inactive; ? = inconclusive; · = no result given; & = joins results of further samples. Cut-off read from the data, not from the text of the source, unless noted: active = inhibition above about 30%; inconclusive = no clear call, values can overlap the other calls; inactive = below that. A portion of the library; the hit share may differ from the screen's.

SMILES	PfHsp40 rescue	SARS 3CLpro inh	PrPC surface inh	SSB-PriA inh	Y pestis TopoI	TcdB inh	Anthrax LF inh2	BoNT A protease	Vc quorum ag
COc1ccc(C(=O)CCNc2ccc(F)cc2)cc1	0.9	-1	3	-6	1	0.9	-2	?	-1.7
C/C(CC(=O)NCc1ccco1)=N\NC(=O)c1ccc(Cl)cc1Cl	0.7	3	6	·	1	0.3	0	-4.4	-0.4
C/C(=N\NC(=O)c1ccc(=O)[nH]n1)c1cccnc1	-0.3	-3	-8	·	-3	·	0	-0.3	-0.3
O=C(COc1ccc(F)cc1)N(Cc1ccc(Cl)cc1)C1CCS(=O)(=O)C1 (stereo not given)	-0.9	2	0	11	2	0.7	0	-1.3	0.9
Cn1c(COc2ccccc2)nnc1SCc1cc(=O)[nH]c2ccccc12	-0.3	0	-5	-16	17	·	0	0.7	i
COc1cc2[nH]c(=O)n(CCC(=O)N3CCc4ccccc4C3)c(=O)c2cc1OC	-0.7	-5	-1	-16	-5	·	-1	-1.1	1.6
CCN(CC)C(=O)CN(C#N)c1nc(OC)nc(N(C)C)n1	-0.5	-5	7	-21	4	·	0	0.6	i
CN(C)c1ccc(C2OC(=O)C3(CCCC3)C(=O)C2(C)C)cc1 (stereo not given)	-0.5	1	5	5	-1	·	0	0.3	-1.0
C=CCN1C(=O)C2(OCCO2)c2cc(C)ccc21	-1.3	-1	-3	-4	-2	0.7	0	-0.2	-0.6
Cc1ccc(NC(=O)c2cccc(S(C)(=O)=O)c2)cc1	1.5	6	5	-13	-17	1.0	-14	-1.6	0.0
O=C(NCc1ccc2c(c1)OCO2)c1cccc(F)c1	-1.0	-2	2	-8	-4	·	-2	0.6	1.0
Cc1ccc(C)c(NC(=S)N2CCC(NC(=O)c3ccco3)CC2)c1	-1.7	-4	-6	6	7	1.3	2	-1.8	i
COC(=O)C1=C(C)N=C2SC(C#N)=C(N)N2C1c1ccc(OCc2ccccc2)cc1 (stereo not given)	1.1	0	-5	-3	0	·	-3	-0.1	i
CCN(CC)c1ccc(NC(=O)c2cccc(F)c2)c(C)c1	0.4	-2	-9	4	-11	·	-6	1.1	-0.2
COc1cccc(NC(=O)CCC(=O)N2CC(C)Oc3ccc(C)cc32)c1 (stereo not given)	-0.5	0	11	-4	11	-2.6	-3	-0.3	-0.3

Brought forward from above: 5 entries, followed by the next part.
SMILES	PfHsp40 rescue	SARS 3CLpro inh	PrPC surface inh	SSB-PriA inh	Y pestis TopoI	TcdB inh	Anthrax LF inh2	BoNT A protease	Vc quorum ag
O=C(NCc1ccc2c(c1)OCO2)c1cccc(F)c1	-1.0	-2	2	-8	-4	·	-2	0.6	1.0
Cc1ccc(C)c(NC(=S)N2CCC(NC(=O)c3ccco3)CC2)c1	-1.7	-4	-6	6	7	1.3	2	-1.8	i
COC(=O)C1=C(C)N=C2SC(C#N)=C(N)N2C1c1ccc(OCc2ccccc2)cc1 (stereo not given)	1.1	0	-5	-3	0	·	-3	-0.1	i
CCN(CC)c1ccc(NC(=O)c2cccc(F)c2)c(C)c1	0.4	-2	-9	4	-11	·	-6	1.1	-0.2
COc1cccc(NC(=O)CCC(=O)N2CC(C)Oc3ccc(C)cc32)c1 (stereo not given)	-0.5	0	11	-4	11	-2.6	-3	-0.3	-0.3
O=C(OCn1nnc2ccccc2c1=O)c1ccc(S(=O)(=O)N2CCOCC2)cc1	-0.5	-7	·	-6&-6	3	·	0	0.1	i
COc1ccc(NC(=O)CCSc2cc(C)c3ccccc3n2)cc1	1.7	11	19	5&-1	3	·	3	0.4	3.7
Cc1nn(-c2ccccc2)c(Cl)c1/C=N/NC(=O)c1[nH]ncc1Br	-0.5	-4	2	·	-3	0.2	-2	2.4	-2.0
Cc1cc(C=O)c(C)n1-c1cc(C(=O)O)cc(C(=O)O)c1	-1.0	0	2	2	7	-0.2	-2	0.5	0.7
COCCNC(=O)CN1C(=O)NC2(CCCCCC2)C1=O	-1.4	-3	-5	-15	2	0.2	3	0.1	i
OC1(c2ccc(OC(F)F)cc2)CSC(=Nc2cccnc2)N1Cc1ccco1 (stereo not given)	4.7	0	12	6	11	1.6	-2	0.7	1.4
C=CCOc1c2ccc(C(=O)NCc3ccc(OC)cc3)cc2nn1C	-1.5	1	-1	2	5	-0.2	-1	0.2	1.2
N#Cc1c(-c2ccc(Cl)cc2Cl)nc2n(c1=O)CCS2	-0.3	6	-9	-12	-1	·	2	0.4	·
CCOc1cc2c(cc1C(C)(C)C)NC(=O)CS2	0.8	-2	15	-6	16	·	-3	-0.7	-0.5
Cc1cccc(-n2ncc3c2CCCC3NC(=O)CN2CCOC2=O)c1C (stereo not given)	-1.0	-5	-4	-3	7	1.3	1	1.9	i
COC(=O)CN1C(=O)[C@H]2[C@@H](c3ccc(C)o3)N3C(=O)CN(CC4CC4)C(=O)[C@@]3(Cc3ccccc3)[C@H]2C1=O	-1.4	-1	1	-3	11	1.1	-1	-0.3	8.3
C/C(=N\NC(N)=S)c1cccnc1	-2.1	0	-4	·	-1	1.7	·	·	-0.3
COc1ccc(OC)c(C(=O)c2coc3ccc(O)c(CN4CCOCC4)c23)c1	-0.4	1	-9	-21	1	·	-6	-0.7	1.7
CCOC(=O)c1sc(N(C)C(C)=O)nc1C	-1.3	-1	-1	-5	5	·	1	0.0	i
CN(C)C(=O)c1ccc(-c2nnc(OCc3nc4ccccc4n3C)c3ccccc23)cc1	-0.5	·	8	-22	2	1.3	1	-3.0	-0.1
C#Cc1ccc([C@H]2C=C(C(=O)OCC=C)O[C@@H](OCc3ccc(CO)cc3)C2)cc1	-0.5	·	-6	-6	34	0.0	0	-0.2	-0.8
Cc1nc(-c2ccc3c(c2)OCO3)cs1	-0.1	-4	0	-13	3	·	-5	0.8	i
Cc1ccc(N2C(=O)NC(=O)C3(Cc4ccccc4N4CCCC43)C2=O)cc1 (stereo not given)	0.1	-1	8	5	11	·	2	?	1.7
COc1ccc(-c2cc3cc(F)ccc3cn2)cc1	-0.1	·	-3	-8	20	0.6	0	-0.1	-0.4
Cc1ccc(N(CC(=O)NC2CCCC2)C(=O)Cn2nnc(-c3ccccc3F)n2)cc1	-1.8	-4	-7	-4	5	0.8	8	-6.3	-0.5
Cc1ccccc1-n1c(SC(C)C(=O)NCC2CCCO2)nnc1-c1ccncc1 (stereo not given)	1.2	·	-2	-3	-1	-2.2	-9	1.8	-0.3
COc1cccc(-n2c(Cc3cc(=O)[nH]c(=O)[nH]3)nnc2SC(C)C)c1	-0.2	2	-10	-7	1	0.1	-7	0.2	-0.1
COc1ccc(C(CNC(=O)Nc2cccc(C)c2)N2CCN(C)CC2)cc1 (stereo not given)	0.5	-3	-3	13	-3	0.7	2	1.1	-1.7
COc1ccc(NC(=O)C(C)N2c3cccc4cccc(c34)S2(=O)=O)c(OC)c1 (stereo not given)	-0.1	1	11	2	35	0.3	-14	0.8	i
CCC(C(=O)Nc1cc(F)ccc1F)n1nc(C)c2c(C)n(-c3ccc(C)cc3)nc2c1=O (stereo not given)	1.2	11	8	0	36	1.6	5	6.6	-0.3
CC(C)(CNC(=O)c1cc2c(s1)CCCC2)N1CCOCC1	1.2	·	3	1	8	5.2	·	·	5.6
O=C(CNc1ccccc1)N/N=C/c1c[nH]c2ccccc12	-0.8	8	-3	·	-11	·	-2	-0.1	i
CC1CCN(CCCNS(=O)(=O)c2ccc3c(c2)CCN3C(=O)C2CC2)CC1	-0.4	4	1	-13	3	-7.3	5	-0.3	i
COc1ccc(-c2nnnn2C(C)C)cc1S(=O)(=O)Nc1ccccc1	0.8	-1	1	11	-5	0.9	1	0.3	-0.8
Cc1ccc(C(=O)C(c2ccccc2)N2Cc3ccccc3C2=N)cc1 (stereo not given)	-1.4	-2	·	3	15	·	-3	-0.1	-0.3

Some entries already given, reduced to Y pestis TopoI, Anthrax LF inh2 and TcdB inh:
Compound,Y pestis TopoI,Anthrax LF inh2,TcdB inh
COc1cccc(NC(=O)CCC(=O)N2CC(C)Oc3ccc(C)cc32)c1 (stereo not given),11,-3,-2.6
O=C(OCn1nnc2ccccc2c1=O)c1ccc(S(=O)(=O)N2CCOCC2)cc1,3,0,·
COc1ccc(NC(=O)CCSc2cc(C)c3ccccc3n2)cc1,3,3,·
Cc1nn(-c2ccccc2)c(Cl)c1/C=N/NC(=O)c1[nH]ncc1Br,-3,-2,0.2
Cc1cc(C=O)c(C)n1-c1cc(C(=O)O)cc(C(=O)O)c1,7,-2,-0.2
COCCNC(=O)CN1C(=O)NC2(CCCCCC2)C1=O,2,3,0.2

Given with each value named: three of the compounds above.
> Cc1ccc(N2C(=O)NC(=O)C3(Cc4ccccc4N4CCCC43)C2=O)cc1 (stereo not given)
  PfHsp40 rescue: 0.1
  SARS 3CLpro inh: -1
  PrPC surface inh: 8
  SSB-PriA inh: 5
  Y pestis TopoI: 11
  TcdB inh: ·
  Anthrax LF inh2: 2
  BoNT A protease: ?
  Vc quorum ag: 1.7

> COc1ccc(-c2cc3cc(F)ccc3cn2)cc1
  PfHsp40 rescue: -0.1
  SARS 3CLpro inh: ·
  PrPC surface inh: -3
  SSB-PriA inh: -8
  Y pestis TopoI: 20
  TcdB inh: 0.6
  Anthrax LF inh2: 0
  BoNT A protease: -0.1
  Vc quorum ag: -0.4

> Cc1ccc(N(CC(=O)NC2CCCC2)C(=O)Cn2nnc(-c3ccccc3F)n2)cc1
  PfHsp40 rescue: -1.8
  SARS 3CLpro inh: -4
  PrPC surface inh: -7
  SSB-PriA inh: -4
  Y pestis TopoI: 5
  TcdB inh: 0.8
  Anthrax LF inh2: 8
  BoNT A protease: -6.3
  Vc quorum ag: -0.5

Next part
SMILES	PfHsp40 rescue	SARS 3CLpro inh	PrPC surface inh	SSB-PriA inh	Y pestis TopoI	TcdB inh	Anthrax LF inh2	BoNT A protease	Vc quorum ag
COc1ccc(CCNS(=O)(=O)c2ccc(S(=O)(=O)N3CCCC3)cc2)cc1OC	-1.1	-6	8	-15	-5	0.7	2	0.8	-1.7
O=C1NCN(c2ccccc2)C12CCN(C(c1cccs1)c1nnnn1-c1ccc3c(c1)OCCO3)CC2 (stereo not given)	·	·	0	·	·	1.1	0	-0.8	·
COC(=O)c1ccc(CC(=O)c2nc3ccccc3s2)cc1	-0.4	-4	9	8	21	·	-4	0.2	-1.4
O=C(OC(C(=O)Nc1ccc([N+](=O)[O-])cc1Br)c1ccccc1)c1ccccc1 (stereo not given)	2.6	2	2	10	2	1.3	-4	-0.4	i
COc1ccc(C(=O)NNC(=O)C(=O)Nc2ccc(C)cc2)cc1	0.1	5	6	-9	-10	1.0	-4	-1.0	-0.6
COc1cc(/C=C2\C(=O)NN(c3ccc(C)cc3)C2=O)cc([N+](=O)[O-])c1O	0.5	3	-6	8	-7	-5.2	-4	-0.1	1.2
COc1ccc(-c2nnc(SC3CCOC3=O)n2C2CCCCC2)cc1OC (stereo not given)	0.7	2	-4	-2	17	·	0	-2.5	-2.8
CCCOc1ccc(N2C(=O)CC(N(CCc3ccc(OC)cc3)C(=O)/C=C/C(=O)O)C2=O)cc1 (stereo not given)	0.5	8	-4	-8	7	1.6	-8	-0.7	-0.2
C=CCn1c(Cc2cccs2)nnc1SCC(=O)Nc1cccc(OC)c1	-0.9	1	7	-3	15	·	-2	1.0	i
CCOc1ccc(N2CC(C(=O)Nc3ncccc3C)CC2=O)cc1 (stereo not given)	0.1	-6	-11	-11	0	·	-3	-0.5	i
COC(=O)c1ccccc1-c1ccc(C=O)o1	4.4	-3	3	-2	12	0.8	-12	-0.7	-0.3
CSc1nc(C(=O)N2CCc3c([nH]c4ccccc34)C2c2ccccn2)cs1 (stereo not given)	1.0	1	0	-3	2	2.4	2	-1.1	-0.3

From PubChem
